Screening data from PubChem.
SIAH1 antagonists – blockers of Siah-1 interaction with plectin peptide – biochemical, fluorescence polarization, rhodamine-plectin, uHTS, primary screen (AID 1817). Siah-1 / rhodamine-plectin peptide fluorescence polarization; higher % means a stronger effect. displacement, % at 20 µM, or IC50 in µM where a hit was titrated. 0.02% of 290,000 active;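 active means displacement of at least 50% at 20 µM, with a fluorescence ratio check between 0.3 and a set limit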;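 further: plate controls were Siah plus tracer with DMSO for no effect and tracer alone without Siah for full effect; strong numbers were not always called active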
TNAP activation fold – human TNAP enzyme activators, primary screen, biochemical, luminescent, no phosphate acceptor, uHTS (AID 1001); 0.03% of 200,000 active; purified TNAP, luminescent activation assay, no phosphate acceptor; higher activation fold means a stronger effect; activation fold at 20 µM; hits with a dose series show EC50 in µM; in the data active means activation fold from about 3, or a potency from the dose series; inactive means the rest, 99 in 100 with activation fold below about 1.6; further: many of its hits are not listed in these tables
M17LAP inhibition – P. falciparum M17LAP inhibitors, primary screen, biochemical, fluorogenic H-Leu-NHMec substrate, 1536-well (AID 1619); recombinant M17LAP, H-Leu-NHMec fluorogenic kinetic assay; higher % means a stronger effect; inhibition, % at 30 µM, or IC50 in µM where a hit was titrated; 0.38% of 220,000 active;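 active means compound inhibiting the enzyme by more than half at any dose during confirmatory dose-response retesting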;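 further: plate controls were full reaction with DMSO carrier for no effect and no enzyme background for full effect; strong numbers were not always called active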
XIAP displacement – XIAP antagonists, biochemical, IAP family, fluorescence polarization (AID 1018); XIAP BIR domain, fluorescence polarization peptide displacement; higher % means a stronger effect; displacement, % at 20 µM, or IC50 in µM where a hit was titrated; 0.007% of 200,000 active; in the data active means displacement above about 50%; further: a part of the inactive calls stands beside numbers as strong as those of hits
M1AAP inhibition – P. falciparum M1AAP inhibitors, biochemical, fluorogenic H-Leu-NHMec substrate, 1536-well (AID 1445); recombinant M1AAP, H-Leu-NHMec fluorogenic kinetic assay; higher % means a stronger effect; inhibition, % at 30 µM; hits with a dose series show IC50 in µM; 0.42% of 220,000 active;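 active means primary inhibition above the hit cutoff, then over 50% inhibition at one or more dose response concentrations, cut at about 23% in these data, passing the limit was not always enough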;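 further: plate controls were DMSO full reaction for no effect and no enzyme background for full effect; strong numbers were not always called active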
K1F lysis inhibition – inhibition of K1F phage lysis, E. coli UTI89, bacterial capsule biogenesis inhibitors, alamar blue (AID 488966). E. coli UTI89 K1F phage lysis, alamar blue, 2 h; higher % means a stronger effect. one-dose inhibition, % at 100 µM; IC50 in µM for titrated hits. 0.02% of 340,000 active;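 active means phage lysis inhibition, versus mean bacterial control, above a set limit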;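 further: capsule biogenesis inhibitors block K1F phage lysis so surviving cells raise fluorescence; higher fluorescence means more inhibition of phage lysis; actives were called in the ten point dose series up to 300 µM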
Lipid droplet – modulators of hepatic lipid droplet formation | AML12 mouse hepatocytes, oleate lipid droplets, BODIPY imaging | inhibition, % at 6.5 µM | 0.4% of 240,000 active | AID 1656;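 active means lipid droplet intensity inhibited by at least 50%, with more than 500 cells counted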
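Material – mouse AML12 hepatocyte cell line, fixed after treatment · Compound dosing – one dose, 6.5 µM compound · Times – compound with oleate, overnight · Measured by – Image-based BODIPY and DAPI two-channel analysis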
PMI inhibitors – MPI enzyme activity inhibition – biochemical, fluorescence intensity, coupled assay, primary screen (AID 1209). purified PMI enzyme, coupled fluorescence intensity; higher % means a stronger effect. inhibition, % at 20 µM, or IC50 in µM where a hit was titrated. 0.42% of 190,000 active;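 further: plate controls were DMSO vehicle for no effect and wells lacking substrate for full effect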
human PMI inhibitors – MPI inhibition at elevated mannose 6-phosphate – biochemical, fluorescence intensity, high mannose 6-phosphate, primary screen (AID 1220) | recombinant PMI enzyme, coupled fluorescence intensity; higher % means a stronger effect | inhibition, % at 20 µM, or IC50 in µM where a hit was titrated | 0.66% of 190,000 active
Lipid droplet cells 6.5 µM – further read-out of Lipid droplet, marked with its call; cell count; measured here: cell count, cytotoxicity flag;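 cells counted across two imaged fields per well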
The depositor's hits bear a star; . = not tested or not shown; [ ] = dose if it differs, or a comment. Unless noted, no stated cut-off is given here; in the data, active means inhibition above about 50%; inactive means the rest.

SMILES	SIAH1 antagonists	TNAP activation fold	M17LAP inhibition	XIAP displacement	M1AAP inhibition	K1F lysis inhibition	Lipid droplet	Lipid droplet cells 6.5 µM	PMI inhibitors	human PMI inhibitors
O=C(CSc1nc2ccccc2c(=O)n1NC(=O)Cc1ccccc1)NCc1ccccc1	-4%	1.1	35%	-2.0%	3%	0.8%	.	.	6%	0%
C=CCNC(=O)c1ccc2c3n(nc2c1)-c1ccc(C)cc1CO3	7%	.	-2%	.	2%	1.5%	.	.	.	.
O=C(O)CCn1c(=O)sc2ccccc21	-1%	1.1	8%	-7.4%	6%	0.5%	.	.	4%	1%
CC1=C(C(=O)OC2CCCC2)C(c2coc3ccccc3c2=O)C2=C(CCCC2=O)N1 (stereo not given)	8%	1.2	6%	-0.9%	5%	-0.2%	7	709	-16%	-3%
Cc1ccc(NC(=S)c2nc3ccccc3s2)cc1	4%	1.1	-2%	-8.5%	4%	-0.2%	.	.	-4%	1%
Cc1ccc(CCP(=O)(O)CN2CCOCC2)cn1	1%	1.1	9%	-3.5%	10%	0.9%	24	709	16%	8%
CC1(C)OC(=O)N(CCc2ccccc2)C1(C)O (stereo not given)	8%	1.1	-2%	-1.1%	8%	0.1%	-7	706	9%	3%
CCCCCCSC1=C(C#N)C(=O)NC2(CCCCC2)S1	5%	1	25%	2.2%	-3%	-0.9%	12	811	-13%	-28%
COc1ccc(C(=O)N(c2ccccc2)C2C=CS(=O)(=O)C2)cc1 (stereo not given)	2%	1.1	1%	-1.5%	3%	0.9%	4	690	-1%	4%
Cc1cnc(NC(=O)C2(c3ccccc3)CC2)s1	4%	1	0%	-0.8%	-6%	0.8%	18	672	-10%	-2%
COC(=O)C1(C(F)(F)F)N=C2Sc3ccccc3N2C(N2CCOCC2)=N1 (stereo not given)	13%	1.1	0%	0.0%	3%	5.3%	-4	611	14%	21%
C=C(C)c1cccc(C(C)(C)NC(=O)Nc2cc(C)ccc2OC)c1	3%	1.1	-3%	-3.8%	4%	2.8%	.	.	-2%	4%
Cc1nn(C)c(Cl)c1C(=O)NCC(=O)Nc1ccc(C(C)C)cc1	10%	1	0%	-5.8%	1%	5.2%	5	646	-12%	2%
CCOc1ccc(N=C2NC(=O)S/C2=C\c2ccc(Cl)cc2)cc1	1%	1	5%	-10%	-2%	2.5%	.	.	-9%	-4%
O=C(c1cccc(S(=O)(=O)N2CCCC2)c1)c1cccc(S(=O)(=O)N2CCCC2)c1	3%	1.1	0%	-5.8%	8%	0.2%	.	.	-4%	-2%
COc1ccc(C(=O)N2CCN(Cc3cc(OC)c(O)c(OC)c3)CC2)cc1OC	4%	1.1	6%	-4.1%	0%	3.6%	.	.	30%	61%*
CCOc1ccc2nc(SCC(=O)Nc3ncccn3)[nH]c2c1	3%	1.2	4%	-3.7%	14%	-0.1%	.	.	-4%	-6%
O=C(NCCN1CCOCC1)C1CCC(=O)N1C1CCCCC1 (stereo not given)	-2%	1.1	3%	-3.9%	2%	0.2%	.	.	4%	6%
CCC(C)c1ccc(O)c(NC(=O)c2cncc(Br)c2)c1 (stereo not given)	6%	1.1	4%	-0.5%	13%	0.2%	-8	677	14%	18%
CC1CN(c2ccc([N+](=O)[O-])cn2)CC(C)O1 (stereo not given)	4%	.	7%	.	6%	-1.4%	0	768	.	.
N#Cc1c(NC(=O)CSc2n[nH]c(N)n2)oc(-c2ccccc2)c1-c1ccccc1	-4%	1	-6%	-3.5%	13%	-0.3%	12	796	10%	9%
COc1ccc(N2CCN(CC(O)c3c[nH]c4ccc(OC)cc34)CC2C)cc1 (stereo not given)	0%	1	-7%	-8.6%	1%	0.2%	.	.	11%	10%
COc1c(Cl)cccc1-c1cn2ccc(C)cc2n1	4%	.	15%	.	13%	0.9%	7	712	.	.
CCc1nnc(NC(=O)c2cccc(S(=O)(=O)N(C)c3ccccc3)c2)s1	2%	1.1	-3%	-5.1%	5%	0.1%	0	722	-5%	-19%
COc1ccc(C2C(C#N)=C(N)Oc3cc(C)[nH]c(=O)c32)cc1OC (stereo not given)	-1%	.	9%	.	9%	0.3%	0	706	.	.
O=C(CSc1nnc(Cc2ccccc2)o1)c1ccc(F)cc1	12%	.	-4%	.	10%	0.6%	7	716	.	.
COc1ccc(OC)c(/C=N\NC(=O)c2ccc(=O)n(C)c2)c1	7%	1.2	15%	-5.2%	6%	0.7%[50 µM]	-15	655	0%	-4%
Cc1ccccc1C(=O)Nc1ccccc1-n1cccc1	-5%	1.1	-2%	-2.6%	11%	0.1%	2	725	-4%	3%
O=C(Cn1cnc2c(nnn2Cc2ccc(Cl)cc2)c1=O)N1CCCc2ccccc21	12%	1	7%	-4.2%	3%	2.1%	6	726	4%	6%
O=C(Oc1ccc2ccc(=O)oc2c1)N1CCOCC1	2%	1.1	-5%	0.3%	-2%	0.2%	.	.	1%	-2%

Of the compounds above, 4 contain two or more sulfur atoms.
SMILES	SIAH1 antagonists	TNAP activation fold	M17LAP inhibition	XIAP displacement	M1AAP inhibition	K1F lysis inhibition	Lipid droplet	Lipid droplet cells 6.5 µM	PMI inhibitors	human PMI inhibitors
Cc1ccc(NC(=S)c2nc3ccccc3s2)cc1	4%	1.1	-2%	-8.5%	4%	-0.2%	.	.	-4%	1%
CCCCCCSC1=C(C#N)C(=O)NC2(CCCCC2)S1	5%	1	25%	2.2%	-3%	-0.9%	12	811	-13%	-28%
O=C(c1cccc(S(=O)(=O)N2CCCC2)c1)c1cccc(S(=O)(=O)N2CCCC2)c1	3%	1.1	0%	-5.8%	8%	0.2%	.	.	-4%	-2%
CCc1nnc(NC(=O)c2cccc(S(=O)(=O)N(C)c3ccccc3)c2)s1	2%	1.1	-3%	-5.1%	5%	0.1%	0	722	-5%	-19%

Next part
SMILES	SIAH1 antagonists	TNAP activation fold	M17LAP inhibition	XIAP displacement	M1AAP inhibition	K1F lysis inhibition	Lipid droplet	Lipid droplet cells 6.5 µM	PMI inhibitors	human PMI inhibitors
O=C(CN1CCN(c2ccccc2O)CC1)NC(=O)NC1CCCC1	-5%	1.1	-1%	-0.4%	1%	1.3%	2	682	4%	17%
Cc1cc(C)nc(SCC(=O)c2ccc(O)cc2O)n1	-2%	1.1	18%	-4.1%	10%	0.6%	.	.	5%	2%
O=C(NCc1cccs1)c1cccn2c(=O)c3sccc3nc12	8%	1	0%	-7.6%	6%	0.6%[50 µM]	-5	709	8%	1%
Cc1ccc(-c2cc(-c3ccccc3)c(C#N)c(N)n2)o1	2%	1.2	4%	-0.7%	12%	-0.7%	33	737	-11%	-59%
CN(C)CCSc1nnc2sc3ccccc3n12	1%	1.1	3%	2.6%	2%	0.5%	1	760	1%	-3%
CCCCn1c(SCC(=O)c2ccc(OC)c(OC)c2)nc2cc(S(N)(=O)=O)ccc21	1%	1.1	3%	-5.4%	1%	-0.1%	-7	761	2%	-3%
NC(=O)c1oc2ccccc2c1NC(=O)c1ccc(F)cc1	-1%	1.1	0%	-3.1%	4%	0.4%	-12	576	5%	5%
COc1cccc(-c2noc(C3CCCN(S(=O)(=O)c4cccc(Cl)c4C)C3)n2)c1 (stereo not given)	2%	0.9	3%	-3.0%	-1%	-1.2%	.	.	-2%	1%
O=C(NCc1n[nH]c(=S)n1-c1cccc(Cl)c1)c1ccc(S(=O)(=O)N2CCCC2)cc1	-3%	1	2%	0.0%	3%	-0.1%	.	.	-1%	2%
CC1(C)O[C@@H]2[C@@H](CO[C@@]3(COS(N)(=O)=O)OC(C)(C)O[C@@H]23)O1	2%	1.1	-2%	-9.7%	-1%	.	0	671	0%	-6%
CCOC(=O)C1(CC2CC2)CCN(Cc2ccc3cccc(F)c3n2)CC1	2%	1	-8%	-3.8%	6%	0.0%	0	637	2%	5%
COc1ccc(NS(=O)(=O)c2cccc(NC(=O)NC3CCCCC3)c2)cc1	-4%	1.1	-5%	-20%	2%	0.2%[50 µM]	-14	636	15%	14%
CC1CCc2onc(C(=O)O)c2C1 (stereo not given)	8%	1.1	3%	-4.2%	5%	5.7%	-5	561	-5%	-6%
CC(C)CCN1C(=O)c2ccc(C(=O)Nc3cccc(S(N)(=O)=O)c3)cc2C1=O	9%	1.1	-3%	-8.9%	-1%	-0.3%[50 µM]	21	673	13%	14%
CCC1Sc2ccccc2N(CC(=O)NCCC2=CCCCC2)C1=O (stereo not given)	0%	1.1	15%	-4.5%	-1%	-0.6%	.	.	5%	5%
Cc1n[nH]c(=O)n1-c1ccc(C(C)C)cc1	2%	1.1	5%	-4.1%	4%	0.7%	5	655	-10%	-12%
CCOc1ccc(-n2c([S-])c(C(=O)Nc3ccc(S(=O)(=O)N4CCOCC4)cc3)[n+]3cc(C(N)=O)ccc23)cc1	4%	.	4%	.	6%	0.1%	4	707	.	.
COc1cccc(NC(=O)CCSc2nnc3scc(-c4ccccc4)n23)c1	11%	1	10%	-0.1%	7%	1.8%[50 µM]	-4	748	10%	10%
C/C(=N\Nc1ccccc1)c1cc2ccccc2oc1=O	-2%	1	.	-3.8%	.	0.4%	9	778	-24%	-13%
COc1cc(C(=O)NCCc2cc3c(OC)ccc(OC)c3[nH]c2=O)cc(OC)c1OC	0%	1.1	10%	-4.2%	7%	-0.3%	5	682	1%	1%
COC(=O)c1ccc2c(=O)n(CCN3CCOCC3)c(SCC(=O)C(C)(C)C)nc2c1	0%	1.1	-5%	-3.2%	-5%	0.1%	.	.	-2%	-9%
CCOc1ccc(Nc2oc(-c3ccco3)nc2C#N)cc1	-4%	1.1	0%	-26%	3%	-0.2%	.	.	12%	17%
COc1ccc(NC(=O)c2ccc(NS(=O)(=O)c3c(C)noc3C)cc2)cc1OC	7%	1.1	0%	-4.5%	10%	-0.5%	.	.	6%	13%
CC(=O)c1ccc(OC(C)C)c(CSC(=N)N)c1	-2%	0.9	12%	-1.1%	5%	2.0%	-1	643	-7%	0%
COc1cc(CC(=O)Nc2ccc(S(=O)(=O)Nc3ncccn3)cc2)cc(OC)c1OC	6%	1.2	-1%	-2.9%	9%	5.0%	.	.	0%	6%
O=C1Nc2ccccc2N=C(c2ccccc2)C1Br (stereo not given)	-2%	1	27%	-8.5%	-1%	1.6%	-3	645	6%	27%
COC(=O)c1ccsc1NC(=O)C1=COCCO1	-4%	1.1	10%	1.6%	-4%	0.1%	.	.	5%	12%
CCOC(=O)c1csc(-n2nc(C)cc2C(F)(F)F)n1	6%	1.2	-6%	-1.7%	2%	-0.2%	2	701	-3%	0%
C=C1C(=O)O[C@@H]2[C@H]1[C@@H](OC(=O)/C(C)=C/C)C/C(C)=C\C(=O)/C=C(\C)[C@@H]2O	10%	.	10%	.	-2%	0.3%	-2	706	.	.
